Bim-Bcl-B: disrupts Bim peptide binding to human Bcl-B. Q9HD36. bead-based flow cytometry. inhibition, % at 10 µM. 190,000 compounds, 0.073% hits. AID 951;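 note: 0% = tracer peptide without compound and 100% = reference inhibitor peptide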
Target sequence (Q9HD36 whole entry, looked up): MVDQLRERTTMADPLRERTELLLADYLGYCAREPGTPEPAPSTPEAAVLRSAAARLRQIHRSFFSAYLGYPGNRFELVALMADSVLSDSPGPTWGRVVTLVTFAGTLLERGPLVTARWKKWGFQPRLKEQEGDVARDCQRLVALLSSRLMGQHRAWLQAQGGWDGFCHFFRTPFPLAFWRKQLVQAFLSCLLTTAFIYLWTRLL
RGS4-Gao reg: human RGS4-Galphao interaction regulation | P09471 | Multiplexed bead flow cytometry, RGS4-Galphao binding; actives lie on both sides | binding response (% of control), % at 10 µM | 220,000 compounds, 0.33% hits | AID 1415; in the data active = binding response below about 49% or above about 150%; inactive = in between;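 note: fluorescent Galphao activated with aluminum fluoride binding bead-coupled RGS4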
RGS7-Gao reg: human RGS7-Galphao interaction regulation; binding response (% of control), % at 10 µM; 220,000 compounds, 0.35% hits; Multiplexed bead flow cytometry, RGS7-Galphao binding; actives lie on both sides; P09471; AID 1439; in the data active = binding response below about 49% or above about 150%; inconclusive = no clear call, values can overlap the other calls; inactive = in between;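 note: fluorescent Galphao held in activated GDP-AlF4 state binding bead-coupled RGS7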
Bim-Mcl-1: inhibitors of Bim-Mcl-1 interaction, human; Q07820; Bead-based flow cytometry, Bim peptide-Mcl-1 binding; inhibition, % at 10 µM; 190,000 compounds, 0.1% hits;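 note: 0% = no compound tracer wells and 100% = peptide blocker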
Target sequence (Q07820 whole entry, looked up): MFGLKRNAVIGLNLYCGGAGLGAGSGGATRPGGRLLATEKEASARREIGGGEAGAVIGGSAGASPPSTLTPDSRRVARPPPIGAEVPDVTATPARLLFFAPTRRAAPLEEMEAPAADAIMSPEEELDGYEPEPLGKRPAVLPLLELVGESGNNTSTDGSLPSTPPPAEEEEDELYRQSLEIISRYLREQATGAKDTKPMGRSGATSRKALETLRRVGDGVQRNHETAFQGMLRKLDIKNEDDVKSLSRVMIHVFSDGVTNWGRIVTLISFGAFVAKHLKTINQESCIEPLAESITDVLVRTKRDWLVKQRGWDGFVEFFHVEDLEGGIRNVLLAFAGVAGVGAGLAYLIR
ABCG2 inh: inhibitors of human ABCG2 transporter, ABCB1 counter-screen. 190,000 compounds, 0.1% hits. IgMXP3 cells, JC-1 efflux, flow cytometry. Q9UNQ0. inhibition, % at 6.6 µM;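 active = inhibition above 80%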;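 note: 0% = DMSO and 100% = nicardipine control wells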
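Test system: IgMXP3 cells (ABCG2) mixed with DDAO far-red-labelled CCRF-Adr cells (ABCB1). Reagent: JC-1 transporter substrate. Compound dosing: single test compound dose, 6.6 µM final. Times: 10 min compound exposure, 25 °C. Detection: flow cytometry of retained JC-1 fluorescence. Read-out basis: efflux inhibition in percent versus controls. Controls: nicardipine and DMSO wells.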
Bim-Bfl-1: human Bim-Bfl-1 interaction inhibition | Q16548 | Bead-based flow cytometry, Bim-Bfl-1 binding inhibition | inhibition, % at 10 µM | 190,000 compounds, 0.12% hits;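 note: 0% = wells without compound plus tracer and 100% = blocker peptide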
ABCB1 inh: blocks JC-1 efflux by human ABCB1 transporter; P08183; inhibition, % at 6.6 µM; 190,000 compounds, 0.067% hits; CCRF-Adr cells, flow cytometry; in the data active = inhibition above about 40%;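 note: 0% = vehicle and 100% = reference inhibitor; higher value means more JC-1 retained so stronger ABCB1 efflux block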
Bim-Bcl-2: inhibitors of Bim-Bcl-2 interaction, human | P10415 | Bead-based flow cytometry, Bim peptide-Bcl-2 binding | inhibition, % at 10 µM | 190,000 compounds, 0.06% hits | AID 950; in the data active = inhibition above about 40%; inconclusive = no clear call, values can overlap the other calls;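 note: 0% = no compound wells with probe peptide and 100% = reference peptide inhibitor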
Target sequence (P10415 whole entry, looked up): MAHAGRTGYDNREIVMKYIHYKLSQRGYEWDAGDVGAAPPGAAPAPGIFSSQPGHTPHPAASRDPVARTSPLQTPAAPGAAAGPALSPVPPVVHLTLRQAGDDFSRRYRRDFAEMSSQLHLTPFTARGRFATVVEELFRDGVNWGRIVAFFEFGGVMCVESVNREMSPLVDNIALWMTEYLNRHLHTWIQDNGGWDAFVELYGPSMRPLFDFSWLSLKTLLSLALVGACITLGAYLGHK
Bim-Bcl-W: disrupts Bim peptide binding to human Bcl-W; Q92843; bead-based flow cytometry; inhibition, % at 10 µM; 190,000 compounds, 0.02% hits;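 note: 0% = bound tracer without compound and 100% = peptide blocker; higher means less fluorescent Bim peptide bound to Bcl-W beads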
RGS8-Gao reg: modulates binding of RGS8 to human Galphao. 220,000 compounds, 0.34% hits. response (percent of control binding), % at 10 µM. multiplexed bead flow cytometry; actives lie on both sides; in the data active = response below about 60% or above about 140%; inactive = in between;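 note: Galphao activated as the GDP aluminium fluoride complex binding bead-coupled RGS8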
Bcl-XL Bim block: inhibitors of Bim-Bcl-XL interaction, human; Q07817; Bim peptide-Bcl-XL binding, bead flow cytometry, fluorescence; inhibition, % at 10 µM; 190,000 compounds, 0.04% hits; AID 1007
Target sequence (Q07817 whole entry, looked up): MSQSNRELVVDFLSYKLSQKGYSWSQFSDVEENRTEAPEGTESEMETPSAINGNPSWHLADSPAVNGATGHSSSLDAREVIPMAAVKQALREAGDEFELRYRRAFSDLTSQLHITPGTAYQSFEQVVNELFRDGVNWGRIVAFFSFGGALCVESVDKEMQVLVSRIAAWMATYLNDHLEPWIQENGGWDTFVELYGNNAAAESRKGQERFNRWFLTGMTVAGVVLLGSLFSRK
* marks the source's active call; other numbers are inactive results; u = inconclusive. Cut-off read from the data, not from the text of the source, unless noted: active = inhibition above about 40%.

SMILES	Bim-Bcl-B	RGS4-Gao reg	RGS7-Gao reg	Bim-Mcl-1	ABCG2 inh	Bim-Bfl-1	ABCB1 inh	Bim-Bcl-2	Bim-Bcl-W	RGS8-Gao reg	Bcl-XL Bim block
CCCN(CCC)CC(O)CN1C(=O)N(CN2C(=O)N(CC(O)CN(CCC)CCC)C(=O)C2(C)C)C(C)(C)C1=O (stereo unspecified)	-1.0	95.8	95.9	0.0	-0.2	-1.0	0.1	-2.0	-1.0	99.5	-3.0
COc1ccccc1N1CCN(C(=O)CCc2c[nH]c3ccccc23)CC1	0.0	102.9	u	-1.0	1.3	-4.0	0.0	-3.0	5.0	101.4	2.0
Cc1cccc(-n2ccnc2SCC(=O)N2CCCc3ccccc32)c1C	4.0	104.8	108.9	-4.0	23.3	-7.0	3.9	-9.0	0.0	110.6	-3.0
O=C(NCc1ccco1)/C(=C/c1cccnc1)NC(=O)c1ccco1	-2.0	21.0*	14.1*	-1.0	0.9	1.0	0.4	0.0	-1.0	12.5*	-1.0
Cc1onc(-c2ccccc2)c1C(=O)N/N=C/C(Br)=C/c1ccccc1	-7.0	95.4	93.4	-2.0	-9.4	-2.0	-3.4	-4.0	-2.0	98.8	-6.0
O=C(CCCOc1ccccc1)N1CCN(c2ccc(F)cc2)CC1	-12.0	102.6	101.6	-5.0	12.1	-13.0	1.1	-6.0	-1.0	101.4	-6.0
CS(=O)(=O)n1nc(OC(=O)c2cccs2)cc1N	2.0	119.0	132.3	0.0	1.1	2.0	1.1	0.0	-1.0	113.2	0.0
COCC(C)n1c(C)cc(C(=O)CN2C(=O)NC(Cc3c[nH]c4ccccc34)C2=O)c1C (stereo unspecified)	-4.0	100.6	100.9	0.0	1.0	-9.0	0.3	-8.0	4.0	99.0	4.0
CCCCOC(=O)/C=C/c1ccc(OC(=O)OC)c(OC(=O)OC)c1	-8.0	104.6	103.2	-1.0	-0.1	-9.0	-0.1	-5.0	-3.0	101.0	-5.0
CCSc1oc(-c2ccco2)nc1S(=O)(=O)c1ccccc1	-10.0	102.8	105.0	-1.0	0.2	-9.0	0.0	-8.0	0.0	103.4	1.0
O=C(O)CCSc1nc2ccccc2c(=O)[nH]1	-9.0	98.4	97.9	2.0	7.0	-14.0	0.8	-6.0	1.0	99.8	-2.0
CCC(c1nnnn1Cc1ccc(OC)cc1)N1CCN(c2ccc(OC)cc2)CC1 (stereo unspecified)	-5.0	102.6	107.6	0.0	8.5	-5.0	1.8	0.0	0.0	105.3	-2.0
CC(C)C[C@H](NC(=O)C1(c2ccccc2)CCN(C(=O)[C@H]2CSCN2C(=O)OC(C)(C)C)CC1)C(=O)O	0.0	100.1	97.3	1.0	2.4	-1.0	0.9	-3.0	1.0	101.8	0.0
Cc1ccc2c(c1)C=CC(C)(C)S2=O (stereo unspecified)	12.0	91.3	91.5	32.0	0.7	17.0	0.6	14.0	9.0	98.9	14.0
CCC(Sc1nc(C)cc(=O)[nH]1)C(=O)Nc1nc2c(s1)CCCC2 (stereo unspecified)	-4.0	102.7	99.3	-3.0	3.5	-1.0	0.2	-2.0	0.0	102.5	-1.0
CC/S(C)=N/S(=O)(=O)c1ccc(C)cc1 (stereo unspecified)	-5.0	96.0	98.8	-3.0	8.5	-3.0	2.5	-1.0	-3.0	92.8	-9.0
CCOC(=O)NC(NCc1ccccc1Cl)(C(F)(F)F)C(F)(F)F	-3.0	103.5	98.6	0.0	0.5	-9.0	0.3	-8.0	0.0	103.1	-3.0
NCCCNC(=O)c1ccc(/C=N/O)nc1	-1.0	100.7	105.5	5.0	-1.1	-3.0	-0.8	-2.0	-1.0	98.9	-3.0
COc1cc(/C=N/OCC(=O)Nc2cc(C)on2)ccc1OCc1ccccc1	-7.0	113.3	112.2	-3.0	18.0	-1.0	0.4	-7.0	-2.0	114.3	-4.0
COc1ccccc1NC(=O)CSc1nnc(COc2ccccc2OC)n1C	-4.0	99.8	98.5	0.0	1.9	-11.0	0.6	-3.0	0.0	106.3	-1.0
COC(=O)c1cc(OC)c(OC)cc1NC(=S)N1CCCC1	-4.0	100.0	100.4	-1.0	7.5	-7.0	3.0	0.0	1.0	98.8	-1.0
O=C(Nc1c2c(nc3ccccc13)CCCC2)c1ccccc1Cl	-4.0	101.0	96.2	-3.0	8.4	-13.0	0.5	-5.0	-3.0	102.1	-6.0
O=C(O)C1C2CCC(C2)C1C(=O)NCc1ccccn1 (stereo unspecified)	-11.0	100.8	100.2	0.0	5.4	-13.0	1.5	-10.0	-1.0	100.7	-5.0
C=CCNC(=O)c1ccc(-c2nc(-c3ccccc3)cs2)cc1	-6.0	104.0	102.5	0.0	2.5	-10.0	0.0	-9.0	-1.0	104.2	-5.0
O=C(NCc1ccc2c(c1)OCO2)C1CCC(=O)N1C1CCCC1 (stereo unspecified)	-4.0	104.5	100.0	0.0	0.1	-4.0	0.1	-2.0	-2.0	103.0	-2.0
CCC(C)N(CC(=O)Nc1cccc(C)c1C)C(=O)CCl (stereo unspecified)	0.0	101.5	105.5	0.0	1.1	0.0	0.7	0.0	2.0	101.4	0.0
COC(=O)c1c(C(=O)OC)c(-c2ccc(C)cc2)n2c1CS(=O)C2 (stereo unspecified)	-1.0	101.7	103.2	-5.0	4.9	-2.0	1.0	-2.0	-3.0	100.7	-2.0
C=C(C)CN1CCN(c2ccc(N3C(=O)CCCC3=O)cc2[N+](=O)[O-])CC1	-1.0	108.4	105.4	1.0	6.0	-4.0	1.0	-3.0	0.0	104.6	-2.0
COCCn1c(SCc2cc(C(C)=O)ccc2OC)nc2cc(Cl)ccc2c1=O	-7.0	96.7	99.1	-3.0	2.0	-2.0	1.5	-6.0	-4.0	95.7	-6.0
O=C(Nc1ccc(N2CCOCC2)cc1)C1CC(=O)N(c2ccc(Cl)cc2)C1 (stereo unspecified)	-1.0	101.8	u	0.0	4.0	-3.0	0.6	-2.0	2.0	100.3	0.0
CCOCCOc1nc2c(c(=O)n(C)c(=O)n2C)n1CCc1ccccc1	-1.0	104.2	101.2	4.0	14.8	4.0	5.7	24.0	2.0	95.5	4.0
c1ccc(Cn2nnnc2CN2CCN(c3ncccn3)CC2)cc1	-6.0	73.2	78.8	0.0	1.2	-10.0	0.6	-4.0	-4.0	95.6	-5.0
COc1ccc(C(=O)Nc2ccccc2C(N)=O)cc1	0.0	102.3	97.4	-4.0	2.1	-2.0	0.1	-2.0	-2.0	99.5	0.0
Cc1cc(C(=O)COC(=O)c2ccc3c(c2)OCO3)c(C)n1CC1CCCO1 (stereo unspecified)	-2.0	95.7	96.6	-4.0	6.9	-5.0	0.3	-1.0	-3.0	98.7	-1.0
CCc1ccc(C(=O)CSc2ncn[nH]2)cc1	-7.0	99.9	100.9	1.0	-1.1	-6.0	-0.2	-6.0	0.0	103.5	-3.0
CC(=O)c1c(C)[nH]c(C(=O)N2c3ccccc3CC2C)c1C (stereo unspecified)	-7.0	103.8	98.9	-2.0	3.6	-13.0	0.6	-11.0	-4.0	106.5	-4.0
CCOC(=O)C1CCCN(C(=O)c2cc(-c3ccc(F)cc3)nc3ccccc23)C1 (stereo unspecified)	-2.0	100.8	104.2	1.0	1.7	-1.0	0.4	0.0	2.0	103.4	0.0
Cc1cccc(Oc2ncnc(N)c2[N+](=O)[O-])c1C	-8.0	103.5	106.5	-3.0	8.7	-2.0	0.3	-7.0	-3.0	101.4	-6.0
O=C(CSc1cccc[n+]1[O-])Nc1ccc2c(c1)OCCO2	0.0	99.9	u	0.0	1.6	-5.0	0.1	-3.0	-3.0	99.4	-2.0
Cn1c(CN2CCCC2)nc2cc(NC(=O)C3CCCCC3)ccc21	10.0	108.7	110.6	6.0	0.1	5.0	-0.5	7.0	9.0	116.9	6.0

Only RGS4-Gao reg, Bim-Bfl-1 and ABCB1 inh (two entries from above):
smiles	RGS4-Gao reg	Bim-Bfl-1	ABCB1 inh
C=C(C)CN1CCN(c2ccc(N3C(=O)CCCC3=O)cc2[N+](=O)[O-])CC1	108.4	-4.0	1.0
COCCn1c(SCc2cc(C(C)=O)ccc2OC)nc2cc(Cl)ccc2c1=O	96.7	-2.0	1.5

Continued:
SMILES	Bim-Bcl-B	RGS4-Gao reg	RGS7-Gao reg	Bim-Mcl-1	ABCG2 inh	Bim-Bfl-1	ABCB1 inh	Bim-Bcl-2	Bim-Bcl-W	RGS8-Gao reg	Bcl-XL Bim block
Cc1cccc(/C=N/n2c(C)nnc2C)c1	0.0	100.1	97.6	-1.0	2.3	0.0	0.8	0.0	-1.0	98.7	1.0
CCCCN1CC(O)=C(c2nc(-c3ccc(Cl)cc3)cs2)C1=N	2.0	105.7	99.0	5.0	5.1	0.0	0.4	6.0	8.0	101.8	5.0
COc1ccc(CNC(=O)C(c2ccc(C)cc2)N(Cc2cccs2)C(=O)c2ccc3c(c2)OCCO3)cc1 (stereo unspecified)	-4.0	99.1	95.7	-3.0	1.5	-2.0	4.2	0.0	-2.0	94.3	-2.0
Cc1cc(NC(=O)CCC(=O)N(CC(=O)NC2CCCC2)c2ccc3c(c2)OCCO3)no1	-7.0	91.9	95.9	0.0	0.6	-9.0	0.4	-6.0	-1.0	99.7	1.0
CC(C)(C)OC(=O)NNC(=O)C12CC3CC(CC(C3)C1)C2	-10.0	102.7	103.0	-4.0	2.9	-8.0	1.4	-4.0	-5.0	103.9	-4.0
Cc1ccc2nc(-c3ccccn3)cc(C(=O)N3CCN(c4ncccn4)CC3)c2c1	-8.0	98.9	98.9	-1.0	0.8	-9.0	0.8	-8.0	0.0	101.3	-10.0
O=C(NCc1ccccc1)c1ccc(CN(c2ccccn2)S(=O)(=O)c2ccccc2)cc1	0.0	84.7	90.1	0.0	2.7	0.0	0.5	-1.0	0.0	100.0	-1.0
O=C(Nc1ccc(NC(=O)c2cc([N+](=O)[O-])ccc2N2CCOCC2)cc1)c1cccs1	-3.0	95.4	101.8	-1.0	1.2	-6.0	0.2	-5.0	-2.0	98.7	0.0
O=S(=O)(Cc1ccccc1)N1CCN(C2Cc3ccccc3C2)CC1	-5.0	106.2	105.1	0.0	0.0	-14.0	0.1	-8.0	0.0	105.1	-9.0
CCOc1ccc(/C=N/OCC(=O)NC(c2ccccc2)c2ccccc2)cc1	-5.0	101.7	102.9	-6.0	41.0	-1.0	2.5	-1.0	-4.0	103.4	-4.0
CCn1ccnc1CN1CCc2c([nH]c3ccccc23)C1CC(C)C (stereo unspecified)	-1.0	104.7	102.4	0.0	-0.6	-6.0	-0.2	-2.0	-1.0	106.0	-1.0
Cc1cc(C)nc(SCc2csc(N)n2)n1	-7.0	103.3	101.3	0.0	9.1	-13.0	0.9	-8.0	-2.0	101.4	-4.0
CC(=O)Nc1nc(C2COc3ccccc3O2)cs1 (stereo unspecified)	-2.0	102.0	102.9	0.0	3.0	-1.0	0.4	-3.0	-2.0	101.0	-5.0
CCC1(c2ccccc2)NC(=O)N(CC#N)C1=O (stereo unspecified)	3.0	98.5	u	-1.0	-3.4	1.0	-0.3	5.0	-4.0	101.2	-2.0

Screening results deposited in PubChem BioAssay by NMMLSC.
